# From PubChem
# MEKK2mut PB1 HTS: signal of MEK5 binding to mutant human MEKK2 PB1 domain; bead flow cytometry, Alexa488-MEK5 binding to MEKK2 mutant; percent response, % at 10 µM; hit rate 0.35% among 290,000; AID 1530; in the data active means percent response above about 24%, passing the limit was not always enough; further: inactives centre near 1; some results filed as inactive read as strong as hits; reference of the scale not given here
# MEKK2 WT-MEK5: raises or lowers MEK5 binding to wildtype human MEKK2 PB1 domain; binding response (% of control), % at 10 µM; bead flow cytometry, Alexa488-MEK5 binding to MEKK2 WT; actives lie on both sides; Q9Y2U5; hit rate 1.1% among 290,000; AID 1531; in the data active means binding response below about 67% or above about 130%
# UBC9 SUMO inh: inhibitors of human SUMOylation (UBC9); P63279; HTRF SUMOylation assay, SAE1/SAE2 + UBC9, in vitro; hit rate 0.36% among 290,000; inhibition, % at 35 µM; AID 2006; in the data active means inhibition above about 50%, passing the limit was not always enough; further: strong numbers were not always called active
# Target sequence (P63279 whole entry, looked up): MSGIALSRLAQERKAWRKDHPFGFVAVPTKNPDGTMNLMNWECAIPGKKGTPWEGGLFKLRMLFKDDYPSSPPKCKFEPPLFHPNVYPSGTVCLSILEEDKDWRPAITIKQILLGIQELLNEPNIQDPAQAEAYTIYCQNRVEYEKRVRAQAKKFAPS
# MEKK3 PB1 HTS: modulators (inhibitors or enhancers) of MEK5 binding to human MEKK3 PB1 domain. Q99759. hit rate 1.4% among 290,000. bead-based flow cytometry, Alexa488-MEK5 binding to MEKK3; actives lie on both sides; 0 = blocked by unlabeled MEK5, 100 = vehicle. binding response (% of control), % at 10 µM;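 active means binding response more than 3 SD above or below the average of its plate-row segment, actives on both sides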;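 further: Alexa488 bead fluorescence after subtracting the streptavidin-only scavenger bead signal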
# Target sequence (Q99759 whole entry, looked up, the tested form may be a part): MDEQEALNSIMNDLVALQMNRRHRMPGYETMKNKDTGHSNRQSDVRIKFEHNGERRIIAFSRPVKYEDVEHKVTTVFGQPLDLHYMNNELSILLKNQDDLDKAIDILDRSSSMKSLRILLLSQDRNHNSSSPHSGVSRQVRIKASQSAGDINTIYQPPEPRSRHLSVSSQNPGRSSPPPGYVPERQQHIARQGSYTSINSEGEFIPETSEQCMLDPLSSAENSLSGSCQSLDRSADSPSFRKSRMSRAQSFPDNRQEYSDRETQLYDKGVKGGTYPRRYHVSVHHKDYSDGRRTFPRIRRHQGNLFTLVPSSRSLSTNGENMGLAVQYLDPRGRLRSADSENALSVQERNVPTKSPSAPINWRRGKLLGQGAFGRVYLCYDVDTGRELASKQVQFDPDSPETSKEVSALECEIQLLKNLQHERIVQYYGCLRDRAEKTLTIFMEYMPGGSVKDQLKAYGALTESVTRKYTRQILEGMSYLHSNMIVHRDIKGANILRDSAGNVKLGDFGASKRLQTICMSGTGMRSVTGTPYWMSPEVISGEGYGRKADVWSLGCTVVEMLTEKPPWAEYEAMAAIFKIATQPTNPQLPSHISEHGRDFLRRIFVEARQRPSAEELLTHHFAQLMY
# NALP1 inh: NALP1 inhibition | inhibition, % at 10 µM | AID 2071 | hit rate 0.61% among 280,000 | S. cerevisiae NALP1/ASC/caspase-1 growth, X-gal OD620, 72 h; in the data active means inhibition mostly above about 24%, no sharp cut-off; inactive means mostly below about 32%; further: some compounds called inactive have numbers as strong as hits
# IDE inh: inhibitors of human insulin-degrading enzyme in cells | inhibition, % at 5.59 µM | hit rate 0.41% among 320,000 | HEK cells, FAbetaB cleavage, fluorescence polarization | AID 434962;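 active means percent inhibition above the average of all tested compounds plus 3 SD, set per screening campaign, cut at about 16% in these data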;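 further: IDE supplied by intact live HEK cells; FP after avidin binding of uncleaved biotin substrate so inhibition keeps polarization high; 0% = DMSO wells and 100% = 60 µM reference IDE inhibitor Ii1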
# M18AAP inhibitor: PfM18AAP enzyme inhibition. inhibition, % at 7.35 µM. AID 1822. hit rate 1.2% among 290,000. recombinant PfM18AAP, H-Glu-NHMec fluorogenic cleavage;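 active means inhibition above the campaign mean inhibition over all tested compounds plus 3 SD, cut at about 28% in these data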;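 further: 0% = plate median of test compound wells and 100% = 2 mM ZnCl2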
# p-CIP stab down: lowers stability of the mouse p/CIP coactivator protein. hit rate 0.01% among 290,000. AID 1984. F442A p/CIP-EGFP cells, EGFP fluorescence, 16 h. Q05BA5. decrease of EGFP signal, % at 10 µM;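 active means EGFP signal decrease of at least 30% at 10 µM or well 3 SD below plate mean, unless failing retest; inactive means the rest, including hits failing retest or dose response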; further: some compounds called inactive have numbers as strong as hits; many of its hits are not listed in these tables
# IDE cell activ: activators of human insulin-degrading enzyme in cells | P14735 | HEK cells, FAbeta-B cleavage, fluorescence polarization; 0% vehicle, 100% cell-free pure enzyme wells | activation, % at 5.96 µM | hit rate 0.073% among 340,000;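 active means activation above the mean of all tested compounds plus 3 SD, set per screening campaign, cut at about 17% in these data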
# * hit, by the source's call; / = not tested or not shown. Not all compounds are listed; count on the stated rates, not on these rows.
SMILES,MEKK2mut PB1 HTS,MEKK2 WT-MEK5,UBC9 SUMO inh,MEKK3 PB1 HTS,NALP1 inh,IDE inh,M18AAP inhibitor,p-CIP stab down,IDE cell activ
CCN(CC)S(=O)(=O)c1ccc(-c2nnc(SCC(=O)Nc3nc(C)cs3)o2)cc1,0,101,11,102,-4,3,17,2,-2
O=C(NC1CCCCCCC1)c1ccc2c(c1)OCO2,-2,101,-12,101,/,6,2,-12,1
Cc1ccc(S(=O)(=O)NCc2c(-c3ccccc3)c3cc(Cl)ccc3[nH]c2=O)cc1,-1,86,-9,100,17,9,4,-8,3
COc1c(C)cc(C(=O)C2CCCN(Cc3cccc4nccnc34)C2)cc1C (stereo not given),-10,96,1,92,0,-1,0,-2,1
O=C(O)c1ccc(Nc2cc(Cl)c3nonc3c2[N+](=O)[O-])cc1,0,110,1,120,-2,1,-57,7,0
O=C(CSc1nnc(-c2ccccc2)n1-c1ccccc1)c1ccc[nH]1,14,124,-2,98,30,-1,0,-3,3
COc1ccccc1NC(=S)N(Cc1ccc(C)cc1)Cc1cccnc1,3,97,-5,103,1,-2,-1,3,1
CCNC(=S)Nc1c(C)n(C)n(-c2ccccc2)c1=O,3,97,9,106,10,-1,-11,-12,3
O=C(Nc1ccc(S(=O)(=O)N2CCCCC2)cc1)c1ccc(F)cc1,-1,106,2,106,4,2,-3,5,5
CCOc1cc(/C=C2\SC(N)=NC2=O)ccc1O,12,108,-4,105,10,8,38*,-23,0
O=C(Oc1oc(-c2ccco2)nc1C=Nc1ccccc1)c1ccco1,/,/,18,/,9,-3,0,-17,0
Cc1cccc(-n2cnc(C(=O)O)c2)n1,-14,60,4,55,-12,-2,-11,11,-4
CN(C)CCCN1C(=O)C2CCc3[nH]c4ccccc4c3C2C1=O (stereo not given),-2,97,33,94,20,0,1,-10,5
COc1ccc(Oc2ncccc2[N+](=O)[O-])cc1,6,104,18,108,24,6,-14,-21,7
CN(C)c1nc(N(C)C)nc(N2CC(=O)N(c3ccccc3)C2=N)n1,14,102,-5,105,-10,1,2,2,0
COc1ccc(-c2noc(CSc3nc(-c4ccccc4)cc(=O)[nH]3)n2)cc1,-12,89,4,88,40*,-4,4,8,-9
O=C(O)COc1ccccc1/C=N/NC(=O)CSc1nc2ccccc2n1Cc1ccccc1Cl,-2,96,24,103,-6,-4,9,-1,1
O=C(O)c1cc2n(n1)C(C(F)(F)F)CC(c1ccco1)N2 (stereo not given),0,94,9,97,11,-4,3,1,11
COc1ccc(N(C=O)C(=S)SC)cc1,0,99,20,98,1,-4,-2,0,0
CCCn1nnnc1SCC(=O)N1CCOCC1,2,103,4,101,12,3,5,7,1
Cc1ccc(S(=O)(=O)Cn2nnnc2C(C(C)C)N2CCN(Cc3ccco3)CC2)cc1 (stereo not given),-2,97,15,96,-1,-1,-5,2,-3
O=C(Oc1ccc(OC(=O)N2CCCCC2)cc1)N1CCCCC1,-11,90,-4,98,-14,-1,0,4,/
CC1(C)CC(=O)C=C(N2CCCC2)C1,-3,98,22,98,8,5,-13,-4,1
COc1ccc(C(=O)N2CC=C(c3ccccc3)CC2)cc1S(=O)(=O)N1CCOCC1,3,103,3,106,5,1,-3,-7,-1
CC(C)n1c(C(=O)OCC(=O)NCc2ccc3c(c2)OCO3)cc2occc21,6,110,10,111,20,-15,-14,-2,5
O=C(CC(Nc1ccccc1Cl)C(=O)O)c1ccccc1 (stereo not given),1,113,0,130*,-3,-3,-68,3,4
COc1ccc(C(C)(C)C)cc1NC(=O)COC(=O)c1cc(SC)ccc1Cl,7,116,-2,100,31,0,-6,-11,3
OCCC1CN(Cc2nc(-c3ccccc3)cs2)CCN1C1CCCC1 (stereo not given),-12,87,-11,102,18,-2,0,-11,8
O=C(NCc1nc2ccccc2[nH]1)C1=C[C@H](c2ccccc2)C[C@H](OCc2ccc(CO)cc2)O1,-7,92,-8,96,9,-1,3,1,5
Cc1nnc(SCC(=O)NC2CC2)n1CCc1ccccc1,0,105,15,101,16,-2,-12,-10,-2
COc1cc2c(c(OC)c1OC)-c1ccc(NC(=O)c3ccccc3)c(=O)cc1[C@@H](NC(C)=O)CC2,6,103,6,103,7,/,15,-17,-1
COc1cccc(-n2nnc3c(=O)n(CC(=O)Nc4ccccc4C)cnc32)c1,10,99,16,105,-2,5,1,-4,-2
C=CCNC(=O)c1onc(CSc2cc(C)ccc2C)c1C(=O)O,-1,95,-2,93,2,1,-7,-6,-5
CC(=O)NCCc1nc2ccccc2n1Cc1cc(C)ccc1C,6,104,-6,101,/,0,-6,6,0
N#Cc1ccccc1NC(=O)COC(=O)c1ccc(S(=O)(=O)N2CCCC2)cc1,3,101,8,99,8,-2,3,-3,1
CC1CC(C)(C)CC2(C1)NC(=S)N(c1ccccc1)N2 (stereo not given),-2,96,4,98,6,4,36*,3,2
COc1cc2ccccc2cc1C(=O)Nc1ccccc1C,0,104,3,103,17,/,-9,-2,-3
COC(=O)/C=C1\OC(c2ccccc2)=CC1=O,3,101,6,110,-37,1,-8,-4,/
Cc1ccc(NC(C(N)=O)c2c(C)[nH]c(=O)[nH]c2=O)cc1 (stereo not given),4,105,33,100,5,0,-9,-4,2
Cc1ccc(Nc2nc(-c3ccncc3)cs2)cc1,-5,92,-5,97,8,/,-12,-24,3
O=C(NN=C1CCCCCC1)c1ccc(Br)o1,-2,93,-10,89,-1,0,-11,3,3
CCc1ccc(NS(=O)(=O)c2ccc3[nH]cc(C(=O)N(C)Cc4ccco4)c(=O)c3c2)cc1,2,101,-7,103,-6,-7,-7,-8,-5
COc1ccc(/C=N/NC(=O)c2ccncc2)c(OC)c1,7,105,-2,103,-5,-2,-5,1,4
CCC(=O)N1CCc2cc(S(=O)(=O)NC(C(=O)NCc3ccc(F)cc3)C(C)C)ccc21 (stereo not given),4,105,18,105,11,2,1,-6,-2
OC(Cn1cncn1)c1ccc(Cl)cc1 (stereo not given),1,102,21,102,-12,-1,13,-5,5
O=C(CN1C(=O)CSC1=O)Nc1ccccc1N1CCOCC1,-2,92,8,98,1,-2,-1,2,2
O=C(Nc1ccccc1Cl)c1cc(S(=O)(=O)N2CCOCC2)cs1,-2,93,-10,91,16,0,9,-1,0
Cc1nc2sc(C(c3cccc(F)c3)N3CCCCC3)c(O)n2n1 (stereo not given),2,101,18,99,12,4,-3,-2,0
Cc1nn(-c2ccccc2C(F)(F)F)c(=O)c2noc(C)c12,-5,97,-5,95,8,-6,-2,-12,7
O=C(O)c1ccc(N2C(=O)c3cccc(Oc4ccc(Cl)cc4)c3C2=O)cc1,2,105,7,106,14,-2,1,-18,5
CCC(=O)Nc1ccc(-c2nnc(SCC(=O)NCC3CCCO3)n2C)cc1 (stereo not given),17,119,-13,104,21,10,-5,13,7
COc1ccccc1OCCn1c(=O)n(C)c2ccccc21,-3,100,8,101,6,-7,-2,-3,4
O=C(Nc1cccc(Br)c1)c1ccccc1-c1ccccc1,5,98,-7,97,33,2,14,-7,3
COc1cccc(/C=N/NC(=O)CCc2n[nH]c(=O)[nH]c2=O)c1O,0,103,-4,128*,17,-2,7,-7,1
CCN1C(=S)N[C@@H](CCc2ccccc2)C(C(=O)OC)=C1C,0,94,4,98,-16,-1,-3,-6,1
CNCCCOc1ccc2c(c1)CCC2,4,82,-2,90,3,3,-1,-8,4
CCN1CCN(C(c2cccs2)C(C)NS(=O)(=O)c2ccccc2)CC1 (stereo not given),3,109,29,110,16,1,-6,-12,8
Cc1cccc(NC(=O)c2cc(Cl)nc3ccccc23)n1,-4,95,3,99,6,-2,11,-6,2
Cc1ccccc1NC(=O)C(C)n1c2ccccc2c2nc(=O)cc(C)n21 (stereo not given),0,97,13,92,/,1,0,-2,3
CCOC(=O)N1CCC(N2CCN(S(=O)(=O)c3ccc(NC(C)=O)cc3)CC2)CC1,-1,98,10,96,-13,-3,5,-15,3

# Other structures:
SMILES,MEKK2mut PB1 HTS,MEKK2 WT-MEK5,UBC9 SUMO inh,MEKK3 PB1 HTS,NALP1 inh,IDE inh,M18AAP inhibitor,p-CIP stab down,IDE cell activ
Cn1c2ccccc2c2cc(/C=N/NC(=O)c3cc(O)cc(O)c3)ccc21,1,91,12,97,-2,0,6,14,-8
O=C(NCC1CC1)Nc1ccc(Cl)cc1,-1,98,11,94,8,6,6,-10,5
O=c1cc(Nc2ccc3c(c2)OCCO3)[nH]c(=O)n1Cc1ccc(F)cc1,4,102,-5,91,24,3,2,-21,0
CCOc1ccc(CN2CCN(Cc3cnc(N4CCOCC4)s3)CC2CCO)cc1 (stereo not given),-7,90,0,94,-14,0,-1,-24,5
O=C(Nc1ccc(Cc2ccc(NC(=O)C3CC3)cc2)cc1)C1CC1,-1,99,18,107,-11,6,2,-29,0
Cc1ccc(SCCC(=O)N/N=C/c2ccncc2)cc1,-2,101,-2,108,9,2,-1,-10,/
COc1ccc(/C=N/NC(=O)c2ccccc2O)cc1Cn1cc(Cl)cn1,19,114,8,114,1,-1,-3,2,4
CCOC(=O)N1CCN(S(=O)(=O)c2ccc(C(=O)Nc3nnc(C4CC4)o3)cc2)CC1,-2,96,-14,94,34,7,4,3,0
CCCn1cc(S(=O)(=O)c2ccccc2)c(=O)c2cc(CC)ccc21,2,95,22,95,3,3,1,-18,5
O=C(Nc1cccc(C(F)(F)F)c1)c1ccc2nc(-c3ccco3)c(-c3ccco3)nc2c1,2,82,32,99,18,8,5,-9,2
NC(=O)C1(N2CCCCC2)CCN(S(=O)(=O)c2ccc(Cl)s2)CC1,-12,98,/,99,24,-2,5,1,7
Cc1ccc(C(C)NC(=S)NCc2ccc(F)cc2)c(C)c1 (stereo not given),3,107,12,104,18,7,-3,-3,1
Cc1noc(NS(=O)(=O)c2ccc(NC(=O)c3ccc(OC(C)C)cc3)cc2)c1C,0,106,13,104,11,-2,5,-11,1
CCn1c(SCC(=O)Nc2nc3ccc(C)cc3s2)nc2c(c1=O)SC(C)C2 (stereo not given),5,102,-15,100,6,12,4,33,-5
CCn1c(C)[n+](CC)c2ccc(S(=O)(=O)NC)cc21,-13,81,13,98,5,4,0,-14,3

# 3 of the entries above in order of the M18AAP inhibitor value, ascending:
SMILES,MEKK2mut PB1 HTS,MEKK2 WT-MEK5,UBC9 SUMO inh,MEKK3 PB1 HTS,NALP1 inh,IDE inh,M18AAP inhibitor,p-CIP stab down,IDE cell activ
CCCn1cc(S(=O)(=O)c2ccccc2)c(=O)c2cc(CC)ccc21,2,95,22,95,3,3,1,-18,5
CCn1c(SCC(=O)Nc2nc3ccc(C)cc3s2)nc2c(c1=O)SC(C)C2 (stereo not given),5,102,-15,100,6,12,4,33,-5
Cn1c2ccccc2c2cc(/C=N/NC(=O)c3cc(O)cc(O)c3)ccc21,1,91,12,97,-2,0,6,14,-8

# The list continues:
SMILES,MEKK2mut PB1 HTS,MEKK2 WT-MEK5,UBC9 SUMO inh,MEKK3 PB1 HTS,NALP1 inh,IDE inh,M18AAP inhibitor,p-CIP stab down,IDE cell activ
O=c1c2cc(NC(=S)NC3CCCCC3)ccc2nc2n1CCCCC2,5,101,6,105,27,-4,-11,-6,-7
COc1ccc(/C=C/C(=O)c2c(O)ccc3c(C)cc(=O)oc23)cc1,-4,100,-8,104,50,-1,6,2,0
O=C(COC(=O)/C=C/c1ccccc1)Nc1cccc(Oc2ccccc2)c1,-1,99,-7,98,25,7,-3,0,0
O=[N+]([O-])c1ccc(Cl)cc1CN1CCCCCC1,0,95,17,98,9,-1,10,-5,0
O=C(Oc1ccccc1[N+](=O)[O-])c1cccnc1,/,/,-12,/,6,2,2,2,5
COc1ccccc1-c1noc(CCCC(=O)N2CCOCC2)n1,6,101,18,103,/,-1,-4,-12,/
c1ccc(N2CCCCC2)c(NC2=NCCC2)c1,-2,97,14,91,5,3,-6,-12,7
COC(=O)c1cnn2c3c(c(C)nc12)CCCC3,-13,89,8,79,22,6,1,-1,3
